From PubChem
EPAC2 ag: activates human EPAC2 exchange factor | 0.079% of 360,000 active | EPAC2 activation, biochemical qHTS; response scale: 100% = 6.5 mM cAMP response | Q8WZA2 | Potency, µM (highest dose often 154 µM), for inactives: top-dose activation, usual class: activators; also: potency is read from the fitted curve at half-maximal effect; nearly all actives have a fitted effect of over 50% in size
Target sequence (Q8WZA2 whole entry, looked up): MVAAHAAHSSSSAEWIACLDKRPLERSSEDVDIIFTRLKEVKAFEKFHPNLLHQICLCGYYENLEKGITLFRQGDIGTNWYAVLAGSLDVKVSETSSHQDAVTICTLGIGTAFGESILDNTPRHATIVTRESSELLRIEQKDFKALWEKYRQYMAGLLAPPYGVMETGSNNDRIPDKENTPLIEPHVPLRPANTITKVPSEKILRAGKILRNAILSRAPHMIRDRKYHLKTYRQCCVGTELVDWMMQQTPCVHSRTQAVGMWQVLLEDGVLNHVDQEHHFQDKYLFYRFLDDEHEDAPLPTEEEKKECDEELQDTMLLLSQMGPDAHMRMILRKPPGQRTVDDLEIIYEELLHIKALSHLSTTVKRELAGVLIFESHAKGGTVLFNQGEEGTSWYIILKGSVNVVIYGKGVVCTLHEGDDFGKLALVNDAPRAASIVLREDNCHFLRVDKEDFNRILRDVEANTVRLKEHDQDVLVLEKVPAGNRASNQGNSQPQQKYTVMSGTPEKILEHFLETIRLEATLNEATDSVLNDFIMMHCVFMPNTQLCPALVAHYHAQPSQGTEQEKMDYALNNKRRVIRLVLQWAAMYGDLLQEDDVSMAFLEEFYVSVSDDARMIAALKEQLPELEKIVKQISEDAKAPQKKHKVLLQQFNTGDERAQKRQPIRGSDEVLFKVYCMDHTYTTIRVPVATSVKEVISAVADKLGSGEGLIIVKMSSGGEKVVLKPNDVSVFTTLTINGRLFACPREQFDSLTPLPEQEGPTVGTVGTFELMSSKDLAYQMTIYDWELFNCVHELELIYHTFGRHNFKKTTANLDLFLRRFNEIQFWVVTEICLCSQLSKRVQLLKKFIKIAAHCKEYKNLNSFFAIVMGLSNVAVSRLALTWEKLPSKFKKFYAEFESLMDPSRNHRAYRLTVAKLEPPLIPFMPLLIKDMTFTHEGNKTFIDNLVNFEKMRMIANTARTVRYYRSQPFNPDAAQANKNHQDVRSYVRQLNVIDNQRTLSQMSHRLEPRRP
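Compounds were titrated in qHTS against a Rap1B-BODIPY-GDP (250 nM) complex with EPAC2 (100 nM) and GDP (50 uM). BODIPY-GDP release tracked at 480/540 nm over 30 min at room temperature, normalized to 6.5 mM cAMP.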
A549 tox: A549 cytotoxicity, counter-screen for Nrf2 inhibitors. 0.16% of 390,000 active. A549 ARE-Fluc cells, CellTiter-Fluor viability, 18-24 h. Potency, µM (doses to about 46 µM), for inactives: at the highest dose activity change, negative = cytotoxicity, usual class: inhibitors; also: potency is read from the fitted curve at half-maximal effect; % is scaled to controls: 0 for no effect and ±100 for the full control effect
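A549 ARE-Fluc cells in 5% FBS OPTI-MEM, 5000 cells/well, rested 2 h then exposed to compounds in concentration-response for 18-24 h at 37 °C. Viability by CellTiter-Fluor fluorescence (Ex 405/Em 525) after 30 min; luciferase luminescence (BugLite, 15 min, RT) read afterwards.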
Nrf2 inh: Nrf2 pathway inhibition; A549 ARE-Fluc reporter, luciferase luminescence, 18-24 h; Potency, µM (series often up to 46 µM), for inactives: at the top dose activity change, negative = inhibition, actives largely listed as inhibitors; 2.1% of 360,000 active; also: potency is read from the fitted curve at half-maximal effect; % is scaled to controls: 0 for no effect and ±100 for the full control effect; nearly all actives have a fitted effect of over 60% in size
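Quantitative HTS in A549 cells stably bearing an antioxidant response element-firefly luciferase construct. Inhibition of Nrf2-driven transcription was scored by luminescence after 18-24 h of compound exposure at 37 °C.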
S2 tox: reduces viability in counter-screen for ATXN expression inhibitors. 0.49% of 400,000 active. Potency, µM (top dose mostly 56.7 µM), usual class: cytotoxic. S2 cells (HEK-293 line with an ATXN2-luciferase reporter) viability, CellTiter-Fluor protease fluorescence, 24 h. AID 651635; also: potency is read from the fitted curve at half-maximal effect; nearly all actives have a fitted effect of over 40% in size
HepG2 viability: HepG2 cytotoxicity, counter-screen for TGF-b inhibitors; HepG2 CAGA-GFP viability, ATP luminescence, 18 h; Potency, µM (highest dose often 46.1 µM), for inactives: top-dose activity change, negative = cytotoxicity, most hits filed as cytotoxic; 0.76% of 410,000 active; AID 588856; also: potency is read from the fitted curve at half-maximal effect; some results filed as inactive show a strong effect at the top dose
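HepG2 CAGA-GFP cells (1000/well, DMEM with 1% FBS) received compound, then TGF-beta at 500 pg/mL final, and were incubated 18 hours at 37 degrees C. Viability was read by CellTiter-Glo luminescence. Media-only wells were set as complete cell-killing and DMSO as no toxicity.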
IL2 activator: activators of IL-2 | IL-2 activation reporter assay, cell-based qHTS; stimulated with anti-CD3/CD4/CD28 beads; in transgenic mouse T cells | activation, % (series mostly up to about 46 µM) | 0.065% of 360,000 active | AID 652025; in the data active = activation above about 50%; inconclusive = mostly about 30% to 49%; also: 0% is about no effect
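Unstimulated transgenic mouse T cells, 750 per well, received compound and, after 60 minutes, anti-CD3/anti-CD4 bead plus anti-CD28 stimulation. EGFP and DsRed were quantified after 18 hours.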
Nrf2 activator: Nrf2 pathway activation. AREc32 ARE-luciferase reporter (MCF7-derived line), luminescence, 24 h. Potency, µM (highest dose often 46.1 µM), for the others: at the highest dose activation, actives largely listed as activators. 0.31% of 410,000 active; also: potency is read from the fitted curve at half-maximal effect; % of control where 0% means no effect; nearly all actives have a fitted effect of over 65% in size
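Luciferase luminescence (Steady-Glo, 30 min at room temperature) served as the read-out of ARE activation in AREc32 cells treated with compounds for 24 hr at 37 deg C.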
TGFb inhibitor: inhibitors of TGF-b signaling | 1.2% of 410,000 active | Potency, µM (series often up to 46.1 µM), for the others: at the top dose activity, negative = inhibition, most hits filed as inhibitors | HepG2 CAGA-GFP TGF-b/SMAD3 reporter, GFP fluorescence, 18 h; TGF-beta stimulated, 500 pg/mL final | AID 588855; also: potency is read from the fitted curve at half-maximal effect; % is scaled to controls: 0 for no effect and ±100 for the full control effect; nearly all actives have a fitted effect of over 65% in size
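Per well, imaged GFP fluorescence of HEPG2 CAGA-GFP cells gives the signal; cells get compound, then TGF-beta (500 pg/mL final), 18 h at 37 degrees C; %Activity versus -TGF-beta and +DMSO controls.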
ATXN2 expr inh: ATXN2 expression inhibition; AID 1745845; HEK-293 ATXN2-luciferase reporter, luminescence, 24 h; Potency, µM (series often up to 57 µM), without a hit: at the highest dose activity change, negative = inhibition, most hits filed as inhibitors; 0.72% of 360,000 active; also: potency is read from the fitted curve at half-maximal effect; % is scaled to controls: 0 for no effect and ±100 for the full control effect; nearly all actives have a fitted effect of over 55% in size
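ATXN2-luciferase reporter cells (luciferase flanked by upstream and downstream ATXN2 gene portions) were treated 24 h at 37 °C with compounds at up to 57 uM. SteadyGlo luminescence gave expression; GF-AFC fluorescence gave viability.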
An asterisk follows results filed as active; i = inactive; ? = inconclusive; · = not tested or not shown; & = joins results of further samples; [ ] = another dose, or the depositor's remark. Unless noted, calls follow the shape of the dose curve; as a rule, active = well fitted curve in the direction sought with a large enough effect; inconclusive = small, poorly fitted or top-dose-only effect, or another doubt; inactive = no such curve, though single readings can be large; an effect the other way counts as inactive or inconclusive.

1: C[C@@]12C(=O)Nc3ccc(F)cc3C(=O)N1[C@H]1c3cc(Br)ccc3OC[C@@H]1[C@@H]2c1ccccc1
2: COc1cccc(C(=O)N(c2ccccc2)C2C=CS(=O)(=O)C2)c1 (centres undefined)
3: Cc1cc(SCC(=O)Nc2cccc(S(=O)(=O)NC3=NCCCCC3)c2)c(C)cc1Br
4: CCN(CC)S(=O)(=O)c1ccc2[nH]cc(C(=O)NCCCN3CCCCC3)c(=O)c2c1
5: O=C(CSc1nnc(-c2cccc(F)c2)c(-c2cccc(F)c2)n1)NC1CCCCC1
6: COC(=O)c1ccc2c(c1)C(=O)/C(=C/c1ccc(O)cc1)O2
Screen / compound no.	1	2	3	4	5	6
EPAC2 ag	7%	4%	13%	0%	·	14%
A549 tox	2%	4%	-12%	0%	-2%	-2%
Nrf2 inh	-28%	-12%	?	0%	·	22%
S2 tox	i	i	i	i	·	i
HepG2 viability	-6%	-27%	-21%	-16%	-4%	19%
IL2 activator	-4.3	-0.4	-4.0	0.5	·	16
Nrf2 activator	-1.6%	0.5%	0.6%	0.4%	6.2%	2.2%
TGFb inhibitor	-10%	-7%	?	8%	38%[activator]	-4%
ATXN2 expr inh	?	·	?	0%	·	31%

7: CCOC(=O)C1CCN(C(=O)C2CCN(S(=O)(=O)c3cccc4nsnc34)CC2)CC1
8: O=C(O)c1cccc2c1C(=O)c1ccc(N3CCCC3)cc1S2(=O)=O
9: CCCN1C(=O)/C(=C\C=C2/Sc3ccccc3N2CCO)SC1=S
10: Cc1nn(C)cc1CN(C)C(=O)c1cc2nc(-c3ccco3)cc(C(F)(F)F)n2n1
11: Cc1ccc(F)cc1NC(=O)C1CCN(c2cnccn2)CC1
12: O=C(C1CC1)N(Cc1nc2ccccc2c(=O)[nH]1)Cc1cccs1
Screen / compound no.	7	8	9	10	11	12
EPAC2 ag	-1%	17%	-1%	-9%	5%	2%
A549 tox	-4%	-15%	?	-9%	16%	0%
Nrf2 inh	3%	-16%	-1%	-28%	13%	?
S2 tox	i	i	?	i	i	i
HepG2 viability	-2%	27%	-11%	0%	2%	0%
IL2 activator	-3.5	-3.8	-0.3	-0.8	-2.1	-3.5
Nrf2 activator	-1.1%	-0.1%	-0.3%	2.9%	-0.4%	0.3%
TGFb inhibitor	11%	19%	-1%	7%	-6%	-4%
ATXN2 expr inh	0%	2%	-1%	-4%	0%	-4%

13: COc1ccc(NC(=O)Cn2ncc3c4ccccc4n(Cc4ccccc4)c3c2=O)cc1OC
14: Cc1noc(C)c1C(=O)N1CCN(c2ccccc2O)CC1
15: COc1cc([C@@H]2Nc3c(F)cccc3[C@@H]3C=CC[C@@H]32)cc(Br)c1OC
16: CCCn1c2ccccc2c2cnn(CC(=O)NCCCN3CCCCC3CC)c(=O)c21 (centres undefined)
17: Cc1ccc(-n2nnnc2SCn2nnc3ccccc3c2=O)c(C)c1
18: CCN(C(=O)COC(=O)CCCOc1ccc(Cl)cc1C)c1c(N)n(Cc2ccccc2)c(=O)[nH]c1=O
Screen / compound no.	13	14	15	16	17	18
EPAC2 ag	·	16%	·	-2%	4%	-4%
A549 tox	-1%	6%	2%	1%&0%	?	-5%
Nrf2 inh	2%	0%	5%	?	9.2µM*	-12%
S2 tox	i	?	i	i	i	?
HepG2 viability	-2%	-2%	-10%	-25%&-33%	-21%	-53%
IL2 activator	·	-2.2	·	-2.7	-1.8	-1.0
Nrf2 activator	-0.8%	0.5%	7.5%	2.1%&0.4%	1.5%	0.1%
TGFb inhibitor	-15%	-5%	-25%	?	-4%	?
ATXN2 expr inh	-8%	-15%	1%	-20%	-14%	·

19: O=C(CSc1nnc(NC(=O)C2CC2)s1)NCc1cccs1
20: CC1CCN(S(=O)(=O)c2ccc3c(c2)N(CC(=O)NCCCN2CCCCC2C)C(=O)CS3)CC1 (centres undefined)
21: O=C(CN(c1ccccc1)S(=O)(=O)c1ccc(F)cc1)NC1CCS(=O)(=O)C1 (centres undefined)
22: CCOc1ccc(-c2cc(N3C(=O)Nc4ccccc4N3O)on2)cc1
23: COc1cc(-c2cc(C(=O)Nc3ccc(C)c(S(=O)(=O)N4CCOCC4)c3)c3ccccc3n2)cc(OC)c1OC
24: O=C(Oc1ccc(N(C(=O)c2ccncc2)S(=O)(=O)c2cccs2)cc1)c1ccncc1
Screen / compound no.	19	20	21	22	23	24
EPAC2 ag	-2%	0%	4%	3%	10%	-4%
A549 tox	-2%	-4%&6%	3%	-9%	9%	-10%
Nrf2 inh	-12%	5%	-6%	-27%	-11%	-3%
S2 tox	·	i	i	i	i	i
HepG2 viability	-12%	9%&-27%	-1%	-2%	-4%	12%
IL2 activator	0.6	-1.6	1.4	-0.3	-0.6	0.3
Nrf2 activator	-0.2%	1.5%&-0.7%	-0.1%	-0.9%	7.5%	-0.7%
TGFb inhibitor	-14%	-19%&-5%	-3%	-11%	0%	11%
ATXN2 expr inh	·	8%	19%	-33%	-11%	·

25: COC(=O)CCCCCNc1ccc(C(=O)OC)cc1N
26: CC1CCc2sc(C(=O)OCC(=O)NC(C)C)cc2C1 (centres undefined)
27: Cc1cc(NC(=O)Nc2cccc(Cl)c2)n(-c2ccccn2)n1
28: COCCCNCCOc1cc(C(C)C)ccc1C
29: CC(Oc1ccc(Br)cc1Br)C(=O)Nc1cccnc1Cl (centres undefined)
30: CCOC(=O)c1c(CSc2ccc(CC)cc2)oc2ccc(O)c(CN(C)C)c12
Screen / compound no.	25	26	27	28	29	30
EPAC2 ag	-3%	15%	5%	-1%	5%	9%
A549 tox	-5%	16%	-8%	?	5%	0%
Nrf2 inh	·	19%	?	5%	4%	9%
S2 tox	i	·	i	i	i	·
HepG2 viability	4%	4%	-27%	-22%	-3%	22µM*
IL2 activator	0.2	-3.0	-5.1	1.3	-0.7	-0.8
Nrf2 activator	2.4%	0.3%	1.4%	-0.5%	-0.7%	-0.2%
TGFb inhibitor	-8%	13%	?	-4%	4%	?
ATXN2 expr inh	-2%	3%	-23%	-6%	5%	16µM*

Compound profiles, as listed above:
COc1ccc(NC(=O)Cn2ncc3c4ccccc4n(Cc4ccccc4)c3c2=O)cc1OC across the screens: EPAC2 ag: ·; A549 tox: -1%; Nrf2 inh: 2%; S2 tox: i; HepG2 viability: -2%; IL2 activator: ·; Nrf2 activator: -0.8%; TGFb inhibitor: -15%; ATXN2 expr inh: -8%
CCN(C(=O)COC(=O)CCCOc1ccc(Cl)cc1C)c1c(N)n(Cc2ccccc2)c(=O)[nH]c1=O across the screens: EPAC2 ag: -4%; A549 tox: -5%; Nrf2 inh: -12%; S2 tox: ?; HepG2 viability: -53%; IL2 activator: -1.0; Nrf2 activator: 0.1%; TGFb inhibitor: ?; ATXN2 expr inh: ·

Next part.
31: O=C(COC(=O)Cc1cccc(C(F)(F)F)c1)NC1CCS(=O)(=O)C1 (centres undefined)
32: COc1cccc(Nc2cc(C)nc3ccccc23)c1
33: O=C(NCCN1CCOCC1)c1ccc([N+](=O)[O-])cc1[N+](=O)[O-]
34: Cc1ccc(Cl)cc1N1CCN(C(=O)c2cc3c(=O)n(C)c4ccccc4c3n2C)CC1
35: COc1ccccc1Cc1nc2ccccc2nc1SCC(=O)N1CCCCC1
36: COc1ccc(Cl)cc1NC(=O)C(OC)c1ccccc1 (centres undefined)
Screen / compound no.	31	32	33	34	35	36
EPAC2 ag	-4%	10%	-2%	4%	·	12%
A549 tox	4%	9%	-5%	-18%	-3%	8%
Nrf2 inh	16%	6%	0%	4.1µM*	·	2%
S2 tox	?	?	i	?	·	·
HepG2 viability	-3%	-22%	1%	6%	-12%	-1%
IL2 activator	2.4	-1.0	2.0	-1.1	·	0.0
Nrf2 activator	0.1%	2.3%	0.2%	0.2%	6.3%	8.5%
TGFb inhibitor	0%	?	-4%	4%	?	17%
ATXN2 expr inh	5%	?	-16%	59%[activator]	·	-17%

37: CC(=O)Oc1ccc(-c2ccc(C(=O)O)cc2)cc1
38: CCC(=O)Nc1nc(N)n(-c2ccccc2)n1
39: O=C(NCCc1ccccc1)C1CC(=O)N(C2CCCC2)C1 (centres undefined)
40: COc1ccc(N(CC(=O)Nc2ccc(F)c(F)c2)S(=O)(=O)c2c(C)[nH]c(=O)[nH]c2=O)cc1
41: COc1ccc(C(=O)NNC(=O)c2cnccn2)cc1[N+](=O)[O-]
42: CN(CC(=O)Nc1ccccc1C(F)(F)F)C(=O)CSc1nnc(N)s1
43: O=S(=O)(Cc1ccccc1)N1CCCc2ccccc21
44: COc1ccccc1N=Nc1[nH]c2ccc(C)cc2c1O
Screen / compound no.	37	38	39	40	41	42	43	44
EPAC2 ag	7%	-7%	7%	-1%	10%	0%	-1%	0%
A549 tox	-4%	1%	-3%	2%	-11%	-3%	-2%	-3%
Nrf2 inh	2%	9%	1%	3%	20%	2%	10%	?
S2 tox	i	i	i	i	·	i	i	i
HepG2 viability	-5%	-10%	-7%	0%	-6%	1%	-2%	-2%
IL2 activator	-3.3	-1.8	1.2	-0.7	-1.3	0.6	-1.4	-0.9
Nrf2 activator	-0.4%	-0.5%	-0.2%	-0.2%	-0.1%	-0.3%	-0.5%	?
TGFb inhibitor	14%	0%	-8%	2%	-23%	-3%	18%	8%
ATXN2 expr inh	4%	1%	·	21%	·	7%	2%	73%[activator]
